# Screening results as filed in PubChem BioAssay.
# KCNQ1 act: potentiators or activators of KCNQ1 channel, primary screen, cell-based, thallium flux, high-throughput. Potassium voltage-gated channel subfamily KQT member 1 (Homo sapiens), P51787. CHO-K1 KCNQ1, thallium flux FluxOR fluorescence; active compounds read high. B-score at 10 µM. 310,000 tested, 0.35% active. AID 2648, 2010;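 active = fluorescence ratio B-score, a plate-corrected score, at least three library SD, with initial intensity B-score within 5 SD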
#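 System: Stable KCNQ1 CHO-K1 line | Incubation: 90 min dye loading and 20 min compound exposure, both at room temperature | Measure: Ratio B score | Medium: Assay buffer for compound exposure, DMSO matched across wells | Compound dosing: Single-concentration screen | Probe or stimulus: K+/Tl+ depolarizing stimulus | Measured by: Kinetic FluxOR fluorescence, 10 s baseline plus 110 s post-stimulus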
# GSK3beta inhib: human GSK3beta kinase inhibitors, primary screen, biochemical, cell-free homogeneous, HTS | activity score (negative = inhibition), % at 10 µM | GST-GSK3beta kinase, ADP-Glo luminescence, 60 min; active compounds read low | AID 2097, 2009 | Glycogen synthase kinase-3 beta (Homo sapiens), P49841 | 300,000 tested, 0.038% active;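 active = more than half of replicate wells score below -50%, meaning over 50% inhibition versus plate controls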;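 also: 0% = median DMSO wells and -100% = median GW8510 positive control wells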
# Target sequence (P49841 whole entry, looked up): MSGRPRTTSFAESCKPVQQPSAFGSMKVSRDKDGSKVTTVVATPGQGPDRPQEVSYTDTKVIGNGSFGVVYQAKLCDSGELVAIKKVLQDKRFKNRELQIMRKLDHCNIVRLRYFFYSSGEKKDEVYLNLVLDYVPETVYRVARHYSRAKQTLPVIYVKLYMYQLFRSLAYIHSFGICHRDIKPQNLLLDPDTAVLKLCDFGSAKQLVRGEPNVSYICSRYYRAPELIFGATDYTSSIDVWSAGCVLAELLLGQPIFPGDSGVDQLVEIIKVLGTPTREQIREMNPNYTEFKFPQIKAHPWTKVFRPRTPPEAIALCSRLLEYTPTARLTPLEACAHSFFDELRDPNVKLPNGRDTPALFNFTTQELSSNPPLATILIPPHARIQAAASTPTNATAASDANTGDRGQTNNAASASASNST
#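 Test system: GST-fused GSK3beta enzyme, cell-free | Quantity: 1.6 ng GST-GSK3beta enzyme per well | Reagent: 25 µM ATP with peptide substrate | Schedule: 60 min enzyme reaction, room temperature | Signal: Luminescent ADP-Glo measurement of ADP formed | Read-out basis: Score relative to plate controls | Control set: DMSO and 20 µM GW8510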
# GSK3 alpha inh: blockers of GSK3A enzyme activity – biochemical, luminescence, cell-free homogeneous, HTS, primary screen; GSK-3 alpha kinase, ADP-Glo luminescence, 60 min; 320,000 tested, 0.1% active; inhibition, % at 10 µM; Glycogen synthase kinase-3 alpha (Homo sapiens), P49840; AID 2650, 2010;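 in the data active = inhibition above about 50%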;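 also: GST-tagged GSK-3 alpha with peptide substrate and 25 µM ATP; 0% = DMSO neutral wells and 100% = GW8510 positive control wells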
# KCNK3 inh: human KCNK3 channel inhibitors, primary screen, CHO cells, FluxOR thallium flux, B-score; FluxOR fluorescence; active compounds read low; Potassium channel subfamily K member 3 (Homo sapiens), O14649; AID 602410, 2012; B-score at 10 µM; 340,000 tested, 0.84% active;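 active = B-score under library mean minus 4 SD, starting fluorescence ratio at most library mean plus 5 SD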;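 also: more negative B-score means stronger inhibition of thallium flux through KCNK3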
# KCNK9 inh: KCNK9 potassium channel inhibitors, primary screen, HEK293 cells, thallium flux. 310,000 tested, 1.2% active. FluxOR thallium flux fluorescence; active compounds read low. AID 488922, 2010. B-score at 10 µM. Potassium channel subfamily K member 9 (Homo sapiens), Q9NPC2;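 active = ratio B-score over 3 SD below the library mean, with starting fluorescence within 5 SD of its mean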;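 also: negative B-score means less thallium flux so channel inhibition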
# Target sequence (Q9NPC2 whole entry, looked up): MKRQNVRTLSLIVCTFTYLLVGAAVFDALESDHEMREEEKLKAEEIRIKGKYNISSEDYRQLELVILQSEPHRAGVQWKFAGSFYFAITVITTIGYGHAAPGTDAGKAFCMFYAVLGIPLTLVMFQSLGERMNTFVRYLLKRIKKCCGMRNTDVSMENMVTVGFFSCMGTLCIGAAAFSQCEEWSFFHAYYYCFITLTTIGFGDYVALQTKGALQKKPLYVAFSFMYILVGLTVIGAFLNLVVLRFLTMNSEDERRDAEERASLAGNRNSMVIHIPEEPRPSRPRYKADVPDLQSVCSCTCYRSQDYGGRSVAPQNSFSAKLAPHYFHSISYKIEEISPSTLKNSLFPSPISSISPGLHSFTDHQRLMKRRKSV
# RGS4 block: RGS4 inhibitors, primary screen, cell-based, HEK293 M3R inducible RGS4, calcium flux; 310,000 tested, 0.45% active; Fluo-4 calcium flux; active compounds read high; triggered by carbachol at its EC20; AID 463165, 2010; Regulator of G-protein signaling 4 (Homo sapiens), P49798; B-score at 10 µM;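 active = B-score, a plate-corrected calcium signal, over three deviations above library mean, with baseline fluorescence within five deviations of library mean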;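 also: RGS4 expression induced by doxycycline in cells with stable M3 receptor; B-score is computed from the integrated fluorescence ratio over baseline after carbachol; higher B-score means a larger calcium signal and so more RGS4 inhibition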
# Target sequence (P49798 whole entry, looked up): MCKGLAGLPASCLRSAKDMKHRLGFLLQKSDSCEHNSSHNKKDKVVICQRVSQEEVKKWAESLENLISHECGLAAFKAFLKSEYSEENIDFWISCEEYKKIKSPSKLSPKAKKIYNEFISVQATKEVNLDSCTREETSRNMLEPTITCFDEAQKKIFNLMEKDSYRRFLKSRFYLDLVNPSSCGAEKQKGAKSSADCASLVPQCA
# RGS4 act: RGS4 potentiators or activators, primary screen, cell-based, HEK293 M3R inducible RGS4, calcium flux | carbachol calcium flux Fluo4; active compounds read low | B-score at 10 µM | 310,000 tested, 0.92% active | AID 463111, 2010;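 active = B-score of the integrated calcium signal more than 4 SD below the library mean, with starting fluorescence not abnormally high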;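 also: negative B-score means reduced calcium response which marks RGS4 activation or potentiation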
#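 Material: M3R-expressing HEK293 line, RGS4 induced by doxycycline | Schedule: Overnight RGS4 induction, 30 min dye load 37 °C, 20 min compound RT | Measured by: Fluo4 fluorescence kinetic imaging of calcium | Read-out: Integrated calcium ratio converted to B score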
# hERG protect: hERG rescue from dofetilide block, primary screen, cell-based, CHO-hERG, FluxOR thallium flux, dofetilide IC70. Voltage-gated inwardly rectifying potassium channel KCNH2 (Homo sapiens), Q12809. dofetilide IC70 present. activation (rescue from dofetilide block), less the hit threshold, % at 10 µM. 310,000 tested, 0.51% active;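 active = activation above the mean of controls blocked by dofetilide plus 5 SD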;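 also: thallium influx through hERG after potassium depolarization seen as dye fluorescence rise; in these data hits start at about 4.7%; inactives centre near -7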
# KCNQ1 block: inhibitors of human KCNQ1 channel, primary screen, cell-based, thallium flux, high-throughput; Potassium voltage-gated channel subfamily KQT member 1 (Homo sapiens), P51787; CHO-K1 KCNQ1, FluxOR thallium flux fluorescence; active compounds read high; B-score at 10 µM; AID 2642, 2010; 310,000 tested, 1.3% active;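 active = compounds whose thallium flux B-score, printed positive for inhibition, exceeds three library SD while starting fluorescence stays within three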;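 also: channel opened by potassium depolarization with thallium stimulus after 20 min compound exposure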
# Dyrk1A ADPGlo: rat Dyrk1A kinase inhibitors, primary screen, biochemical, single point, plate reader | Dual specificity tyrosine-phosphorylation-regulated kinase 1A (Rattus norvegicus), Q63470 | ADP-Glo luminescence, NFATc1 peptide | inhibition, % at 12.5 µM | 310,000 tested, 0.43% active; in the data active = inhibition above about 50%;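 also: plate controls were vehicle with enzyme for no effect and no enzyme for full effect; many of its hits are not listed in these tables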
# PolyA inhibitor: polyadenylation inhibitors in yeast reporter cells, primary screen, luminescence, S. cerevisiae; S. cerevisiae SKY197-pL101 polyadenylation reporter, beta-gal luminescence; efflux-impaired pdr1/pdr3 knockout yeast; score 100 = 6 SD above DMSO; calls only at 12 µM; 300,000 tested, 0.02% active; AID 1875, 2009;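 active = lowest replicate activity score at least 50, where 100 means six control SD above control mean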;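 also: yeast exposed to compound for 9 h at 30 °C; higher score means more reporter readthrough which indicates perturbed polyadenylation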
# * hit, by the source's call; i = inactive; x = not tested or not shown. A portion of the library; the hit share may differ from the screen's.
Compound	GSK3beta inhib	hERG protect	KCNK9 inh	KCNQ1 act	GSK3 alpha inh	RGS4 act	RGS4 block	Dyrk1A ADPGlo	PolyA inhibitor	KCNK3 inh	KCNQ1 block
Cc1nnc(SCC(=O)N2CCc3ccccc32)s1	0	-2	i	i	-2	i	i	-6	i	i	i
CCC(CC)NC(=O)CO/N=C/c1ccc(Cl)cc1Cl	0	-3	i	i	16	i	i	x	i	i	i
COc1ccccc1N1CCN(S(=O)(=O)CC23CCC(CC2=O)C3(C)C)CC1 (stereo not drawn)	4	-6	i	i	-1	i	i	-9	i	i	i
Cc1nc2ccc(NC(=O)c3ccccc3)cc2s1	4	-13	i	i	-3	i	i	2	i	i	i
O=C(CSc1nnc(C2CC2)n1CC1CCCO1)Nc1ccccc1Cl (stereo not drawn)	x	-5	i	i	-3	i	i	-7	i	i	i
Cc1ccc(CN2CC(C(=O)N3CC(C)CC(C)C3)CC2=O)cc1 (stereo not drawn)	1	-5	i	i	1	i	i	0	i	i	i
Cc1nn(-c2ccc(C(=O)OC(C)C)cc2)c(C)c1[N+](=O)[O-]	-1	-5	i	i	0	i	i	2	i	i	i
Cc1n[nH]c(C)c1Cc1ccc(C(=O)O)cc1	0	-5	i	i	0	i	i	-1	i	i	i
O=C(CSC1=NC(=O)C(Cc2ccccc2)C(=O)N1)Nc1ncccn1 (stereo not drawn)	0	-23	i	i	x	i	i	x	i	x	i
CCOc1ccc(OCc2ccc(C(=O)N3CCCC(C)C3)cc2)cc1 (stereo not drawn)	2	0	i	i	x	i	i	-2	i	i	i

# Ordered by molar mass (highest first): some entries from above.
Compound	GSK3beta inhib	hERG protect	KCNK9 inh	KCNQ1 act	GSK3 alpha inh	RGS4 act	RGS4 block	Dyrk1A ADPGlo	PolyA inhibitor	KCNK3 inh	KCNQ1 block
CCOc1ccc(OCc2ccc(C(=O)N3CCCC(C)C3)cc2)cc1 (stereo not drawn)	2	0	i	i	x	i	i	-2	i	i	i
Cc1nnc(SCC(=O)N2CCc3ccccc32)s1	0	-2	i	i	-2	i	i	-6	i	i	i
Cc1n[nH]c(C)c1Cc1ccc(C(=O)O)cc1	0	-5	i	i	0	i	i	-1	i	i	i

# Next part:
Compound	GSK3beta inhib	hERG protect	KCNK9 inh	KCNQ1 act	GSK3 alpha inh	RGS4 act	RGS4 block	Dyrk1A ADPGlo	PolyA inhibitor	KCNK3 inh	KCNQ1 block
Cc1ccc(-n2c(C)cc(C(=O)CN3CCOCC3)c2C)cc1	0	0	i	i	-3	i	i	0	i	i	i
O=C(CCC(=O)Nc1ccccc1)NNS(=O)(=O)c1ccccc1[N+](=O)[O-]	2	-11	i	i	1	i	i	4	i	i	i
Cc1ccc(NC(=O)CSc2nc(O)cc(=O)n2C)cc1	0	-7	i	i	-1	i	i	17	i	i	i
CCOC(=O)C1CCN(C(=O)c2ccccc2CCc2ccccc2)CC1	4	-9	i	i	-3	i	i	9	i	i	i
Cn1cnnc1SCC(=O)OCN1C(=O)c2ccccc2C1=O	-5	x	x	x	-3	x	x	8	i	i	x
Cc1cc(/C=C2/NC(=O)NC2=O)c(C)n1-c1ccc(N2CCOCC2)cc1	5	-6	i	i	0	i	i	-1	i	i	i
COc1ccc(C)cc1Cn1nnc2ccccc21	-3	-3	i	i	0	i	i	9	i	i	i
Cc1nc2ccccn2c1C(=O)NC1CCCC1	3	-8	i	i	-2	i	i	2	i	i	i
O=C(Cc1ccccc1)NN1C(=O)c2ccccc2C1=O	4	-16	i	i	1	i	i	3	i	i	i
N#CC(C(=O)NC1CCCCC1)c1nc2ccccc2nc1N1CCN(c2ccc(F)cc2)CC1 (stereo not drawn)	-1	-7	i	i	x	i	i	x	i	x	i
COc1ccc(C)cc1-n1nnnc1SCc1cn2ccsc2n1	2	-5	i	i	11	i	i	3	i	i	i
COc1ccc(Nc2nc(N)c3ccccc3n2)c(OC)c1	5	-4	i	i	6	i	i	38	i	i	i
COc1ccc(/C=C2\SC(=S)N(CCC(=O)Nc3ccc(O)cc3)C2=O)cc1	0	-4	i	i	3	i	i	-3	i	i	i
CCOC(=O)C1=C(c2ccccc2)N2CCS(=O)(=O)N=C2S1	0	3	i	i	4	i	i	0	i	i	i
Cc1ccc(NC(=O)CSc2ccccn2)cc1S(=O)(=O)N1CCOCC1	2	-11	i	i	0	i	i	-2	i	i	i
O=C(c1ccc2nccnc2c1)N1CCCC(Nc2ccc(F)c(F)c2)C1 (stereo not drawn)	-2	-10	i	i	3	i	i	-1	i	i	i
CCC1CCc2sc(C(=O)N(C)CC(=O)Nc3ccc(N4CCOCC4)cc3)cc2C1 (stereo not drawn)	x	-4	i	i	0	i	i	-6	i	i	i
O=C(Nc1ccccc1)N1CCCN(c2nccc(C(F)(F)F)n2)CC1	1	-5	i	i	1	i	i	x	i	i	i
CC(C)c1ccccc1NS(C)(=O)=O	-1	-6	i	i	-4	i	i	x	i	x	i
O=C(NCc1ccco1)c1cc(C(=O)C2CCCCC2)c[nH]1	-1	-6	i	i	8	i	i	-4	i	i	i
CCc1ccccc1NC(=O)COC(=O)C1CC(=O)N(c2ccc(F)cc2)C1 (stereo not drawn)	-2	-9	i	i	-5	i	i	-2	x	i	i
CC(C)CC(c1nnnn1Cc1ccccc1)N1CCC(C(N)=O)CC1 (stereo not drawn)	0	-14	i	i	-3	i	i	-2	i	i	i
COc1cc(Br)c(CNc2cc(C)ccc2C)cc1OC	3	-4	i	i	-1	i	i	x	i	i	i
O=C(Nc1ccc(F)cc1)c1c(Cl)nc2ccccn12	3	-6	i	i	-3	i	i	3	i	i	i
COc1cccc(N2CCN(c3ccc4nnc(CCC(=O)N5CCN(C)CC5)n4n3)CC2)c1	2	-3	i	i	1	i	i	-3	i	i	i
COCCNC(=O)COc1ccccc1Cl	2	-5	i	i	3	i	i	5	i	i	i
N#CCCN1CCN(Cc2ccccc2)CCC1=O	3	2	i	i	0	i	i	-15	i	i	i
COc1ccccc1C(=O)NC(=O)COC(=O)c1nc(Cl)ccc1Cl	0	-6	i	i	-1	i	i	14	i	i	i
COc1ccccc1OCCC(=O)OCC(=O)Nc1cccc(Br)c1	0	-4	i	i	x	i	i	2	i	i	i
COc1ccc(-c2ccc(CCC(=O)O)n2C(C)C)cc1	2	0	i	i	1	i	i	-3	i	i	i
O=C(Nn1cnc2ccccc2c1=O)c1ccc(Cl)c([N+](=O)[O-])c1	1	-7	i	i	-1	i	i	3	i	i	i
CC12CCC3C(CCC4N(CCO)CCC34C)C1CCC2O (stereo not drawn)	0	-4	i	i	-1	i	i	-3	i	i	i
CNc1nc(Oc2ccc(=O)n(C)n2)nc(N2CCOCC2)n1	1	0	i	i	-1	i	i	0	i	i	i
CCCN(CCC)Cc1c(C(=O)N/N=C/c2ccc(Br)cc2)nnn1-c1nonc1N	-2	-8	i	i	-2	i	i	-5	i	i	i
CC(=O)Nc1ccc(NC(=O)N(c2ccccc2)c2ccccc2)cc1	-1	-9	i	i	-2	i	i	0	i	i	i
Cc1cc(=O)n2c3ccccc3n(CC(O)CN3CCCC3)c2c1C#N (stereo not drawn)	-5	-10	i	i	0	i	i	7	i	i	i
Cc1cc(C)c(NC(=O)CS(=O)CC(=O)N2CCN(c3ccccc3)CC2)c(C)c1 (stereo not drawn)	2	-8	i	i	0	i	i	2	i	i	i
CCOC(=O)c1[nH]c2ccc(F)cc2c1NC(=O)CN1CCc2cc(OC)c(OC)cc2C1	-2	-13	i	i	0	i	i	x	i	x	i
COc1ccc(OC2OC3COC(c4ccco4)OC3C(O)C2NC(C)=O)cc1 (stereo not drawn)	-1	-9	i	i	0	i	i	3	i	i	i
COC(CC(=O)NNC(=S)Nc1ccccc1)OC	0	-3	i	i	-4	i	i	-2	i	i	i
CCc1noc(C)c1C(=O)NCCc1ccc(S(N)(=O)=O)cc1	1	-13	i	i	-1	i	i	3	i	i	i
CNCC(O)COc1ccccc1 (stereo not drawn)	1	-7	i	i	1	i	i	3	i	i	i
CC(C)(O)[C@@H]1Cc2c(ccc3ccc(=O)oc23)O1	4	-8	i	i	2	i	i	18	i	i	i
CC1CC(C(=O)Nc2ccccc2)C(=O)O1 (stereo not drawn)	1	-5	i	i	-1	i	i	-5	i	i	i
COC(=O)c1ccc(CSc2ccccc2C)o1	1	-11	i	i	0	i	i	-1	i	i	i
CC(CCN1CCC(n2nccc2NC(=O)c2ccccc2Cl)CC1)c1ccccc1 (stereo not drawn)	-13	-14	i	i	6	i	i	0	i	i	i
Cc1ccc2cc(C#N)c(N3CCN(C(=O)c4cccs4)CC3)nc2c1	-1	-12	i	i	1	i	i	-4	i	i	i
CN(C(=O)COC(=O)c1ccc2[nH]c3c(c2c1)CCCC3)C1CCS(=O)(=O)C1 (stereo not drawn)	0	-11	i	i	0	i	i	5	i	i	i
